# MC4R antag cAMP: blocks human MC4R cAMP signaling | MC4R-expressing cells, MTII-stimulated cAMP, LANCE TR-FRET | inhibition, % at 6.5 µM | hit rate 0.48% among 360,000;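 active = inhibition above its plate's cutoff, the mean of tested wells on that plate plus 3 SD, cut at about 29% in these data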;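 also: 0% = Melanotan II alone and 100% = Melanotan II plus saturating MCL0020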
#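 Assay system: human MC4R-expressing U2OS cells; reagent: Melanotan II stimulation of cells; dosing: 6.5 µM single dose; timing: compound 30 min, challenge 1 h, detection 1 h; signal: TR-FRET cAMP assay; replicates: one well per compound, no replicates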
# N-glyco inh: N-linked glycosylation inhibition | D54 ERlucT glycosylation luciferase reporter, 24 h; percent of 100 nM tunicamycin response | reporter increase, % at 12.5 µM | hit rate 0.23% among 360,000;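 active = mean luciferase reporter signal, scaled so untreated is 0 and the glycosylation-blocking control 100, at or above a set limit in every replicate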;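 also: luciferase carries N-glycosylation sites so blocking glycosylation raises the light; 0% = median of neutral control wells and 100% = median of 100 nM tunicamycin wells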
# Granule exo inh: blocks lytic granule exocytosis; TALL-104 LAMP-1 surface exposure, flow cytometry; cells stimulated with thapsigargin and PMA; inhibition, % at 10 µM; hit rate 0.66% among 360,000; AID 651702;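 active = inhibition above about 55%, limit read from the data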
# aDG glyco up: alpha-DG glycosylation activation. hit rate 0.22% among 360,000. activation, % at 10 µM. Pro5-aDG cells, alpha-DG glycosylation AlphaScreen (IIH6); 0% Pro5, 100% B10-LARGE cell signal. AID 624168;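 active = activation of at least 8% versus controls, or a plate z-score of at least 8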;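 also: Pro5 are CHO cells carrying HIG-tagged alpha-DG that lacks glycosylation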
# MC4R barr agon: activates human MC4R beta-arrestin recruitment; activation, % at 8.9 µM; U2OS MC4R beta-arrestin complementation, luminescence; percent of melanotan II response, DMSO zero; AID 540308; P32245; hit rate 0.98% among 360,000;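 active = activation above a per-plate cutoff, the mean activation of sample wells on that plate plus 3 SD, cut at about 8% in these data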
# ABCB6 inh MLPCN: blocks the human ABCB6 transporter | Q9NP58 | K562-ABCB6 porphyrin accumulation, flow cytometry, 1 h; stronger effect = lower value | fluorescence ratio to DMSO, % at 10 µM | hit rate 0.19% among 360,000 | AID 602162;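 active = fluorescence ratio to DMSO below 75%, the collection mean minus 3 SD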;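 also: signal is porphyrin accumulated inside mitochondria; 100% equals median channel fluorescence of DMSO control wells; lower ratio means ABCB6 inhibition with less porphyrin fluorescence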
# Target sequence (Q9NP58 whole entry, looked up): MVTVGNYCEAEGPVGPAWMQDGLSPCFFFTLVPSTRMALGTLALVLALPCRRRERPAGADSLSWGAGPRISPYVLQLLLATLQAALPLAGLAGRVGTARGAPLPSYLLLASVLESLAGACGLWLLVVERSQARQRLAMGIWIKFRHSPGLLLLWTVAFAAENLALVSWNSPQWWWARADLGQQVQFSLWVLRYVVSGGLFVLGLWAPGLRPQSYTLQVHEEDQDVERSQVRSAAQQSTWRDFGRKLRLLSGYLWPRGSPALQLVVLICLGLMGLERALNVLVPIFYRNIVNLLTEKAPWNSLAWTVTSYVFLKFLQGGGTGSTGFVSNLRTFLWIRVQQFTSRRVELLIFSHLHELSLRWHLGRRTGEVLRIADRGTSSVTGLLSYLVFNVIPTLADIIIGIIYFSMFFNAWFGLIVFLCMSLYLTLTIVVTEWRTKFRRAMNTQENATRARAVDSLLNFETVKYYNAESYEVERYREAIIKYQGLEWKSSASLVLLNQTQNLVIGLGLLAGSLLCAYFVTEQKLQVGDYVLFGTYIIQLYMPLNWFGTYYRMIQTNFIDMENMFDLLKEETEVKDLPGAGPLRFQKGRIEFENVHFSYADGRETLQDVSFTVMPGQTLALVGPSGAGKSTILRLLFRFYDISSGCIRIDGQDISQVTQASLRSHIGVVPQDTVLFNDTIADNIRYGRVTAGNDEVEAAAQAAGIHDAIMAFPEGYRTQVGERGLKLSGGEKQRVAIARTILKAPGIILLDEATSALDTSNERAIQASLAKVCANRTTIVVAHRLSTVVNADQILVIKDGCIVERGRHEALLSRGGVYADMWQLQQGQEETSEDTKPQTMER
# iPSC survival up: hiPSC single-cell survival enhancement; ATPlite luminescence; 100% = ROCK inhibitor wells, 0% = DMSO; survival enhancement, % at 20 µM; hit rate 0.044% among 360,000; in the data active = survival enhancement above about 18%;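 also: cells exposed to compounds for 16 hours before the ATP read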
# Cardio protect: protects H9c2 cardiomyocytes from peroxide injury; hit rate 0.63% among 360,000; AID 588492; protection from H2O2 cell death, % at 20 µM; H2O2 injury protection, ATPLite, 2 h;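 active = compounds giving at least 50% protection of heart cells from peroxide-induced death in the single-dose screen, raw or plate-pattern-corrected value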;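 also: 0% = DMSO wells with peroxide and 100% = DMSO wells without peroxide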
# m5-HT2A agonist: mouse HTR2A agonism via beta-arrestin recruitment; CHO-K1 mHTR2A beta-arrestin complementation, luminescence; percent of 30 µM serotonin response; activation, % at 7.6 µM; hit rate 0.66% among 360,000;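 active = activation above a run cutoff, the mean activation of all tested compounds plus 3 SD, cut at about 14% in these data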;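 also: 0% = plate median of compound wells and 100% = 30 µM serotonin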
# ABHD5-PLIN5 inh: blocks binding of human ABHD5 to perilipin-5; Q00G26+Q8WTS1; Split G. princeps luciferase complementation, luminescence, 4 h; inhibition, % at 4 µM; hit rate 0.78% among 360,000;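 active = inhibition above the mean inhibition across every tested compound plus 3 SD, cut at about 22% in these data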;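 also: 0% = DMSO only wells and the 100% control is not disclosed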
# * = called active by the depositor; · = no result given.
SMILES,MC4R antag cAMP,N-glyco inh,Granule exo inh,aDG glyco up,MC4R barr agon,ABCB6 inh MLPCN,iPSC survival up,Cardio protect,m5-HT2A agonist,ABHD5-PLIN5 inh
Cc1ccc(S(=O)(=O)/N=C2/NC(=O)/C(=C/c3ccc(Br)o3)S2)cc1,3,2,0,0.0,1.8,91,-0.4,-4,0,8
O=c1n(-c2ccccc2)c(=O)n2n1CC(O)C2,-2,1,-5,0.0,-0.4,107,0.7,-6,8,-8
CCc1ccccc1NC(=S)N(CCCN1CCOCC1)Cc1cccs1,-6,-1,-1,0.0,-0.2,96,-1.2,3,-7,3
Cc1ccc(C)c(NC(=O)c2ccccc2Sc2ccc([N+](=O)[O-])cc2Cl)c1,0,-1,0,0.0,-0.6,95,-3.7,-2,-4,1
CCN(Cc1nc2ccccc2c(=O)[nH]1)C(=O)c1cccc(S(=O)(=O)N2CCc3ccccc32)c1,-3,3,-3,0.1,-1.3,100,1.4,-9,3,-18
O=C(CSc1nc2ccccc2o1)Nc1nc(-c2ccccc2)cs1,18,-9,-7,0.1,5.8,88,1.6,-1,-2,-9
COC(=O)c1cn(NC(=O)c2cc(OC)c(OC)c(OC)c2)c(=O)c2ccccc12,1,1,-3,0.2,-0.5,97,4.5,8,8,14
COc1ccc(-c2cn(-c3ccc(C)cc3C)c(=O)[nH]2)cc1OC,5,1,21,0.0,1.7,98,-3.6,-9,0,-7
N#CCCn1c(SCC(=O)N2CCN(S(=O)(=O)c3ccccc3)CC2)nc2ccccc21,-2,-1,12,0.0,-2.2,98,1.6,10,1,0
Cc1nc(SCC(=O)NCCN2C(=O)CSC2=O)nc(C)c1C,2,1,-2,0.2,-0.9,98,0.3,-4,9,-1
O=C1OC2(c3ccccc31)c1ccccc1-c1ccccc12,5,-2,-10,-0.2,-1.9,98,0.7,2,-7,-2
O=C(NCC1CCCO1)c1cc(S(=O)(=O)N2CCOCC2)c(Cl)cc1Cl (stereo unspecified),3,2,0,0.0,-2.4,95,0.4,10,6,-7
COc1ccc(CNc2nnnn2C)cc1,23,3,2,-0.2,-2.3,102,0.5,1,5,-5
O=C(OC1CCOC1=O)c1ccc(CO)cc1 (stereo unspecified),4,1,27,-0.1,1.7,97,0.5,-3,0,4
CC(C)CC[n+]1ccn(C2=C([O-])c3ccccc3C(=O)/C2=N\S(=O)(=O)c2ccccc2)c1,-20,-11,-2,1.3,-1.5,105,-1.4,-10,-2,-11
CCOC(=O)c1cccc(NC(=O)c2ccc3c(c2)C(=O)N(CC2CCCO2)C3=O)c1 (stereo unspecified),4,0,49,0.2,-0.1,99,-0.2,24,-4,15
C/C(=N\c1nc2ccccc2n1C)c1cc(Cl)ccc1O,6,0,-1,0.4,-1.2,102,5.6,-2,-4,-3
O=C(Oc1ccc(-c2ccccc2)cc1)N1CCOCC1,-2,-2,-1,0.2,-0.9,99,5.3,-4,-3,-5
CCOCC(=O)NCc1ccc2c(c1)cc(C)n2C,-12,1,1,-0.1,3.7,100,0.0,-6,4,-5
CCCCNC(=O)c1nc(C2CCN(S(=O)(=O)c3csc(C(=O)O)c3)CC2)oc1-c1ccccc1,·,3,-4,0.0,·,99,-1.8,1,2,1
N#C/C(=C\c1ccc(N2CCCCC2)c([N+](=O)[O-])c1)c1nn(-c2ccccc2)c(N)c1C#N,-5,-4,-3,-0.4,2.5,94,1.9,1,-2,3
COc1cccc(C2SCC(=O)N2c2ccc(C)cc2)c1OC (stereo unspecified),-4,-2,6,0.1,0.4,104,-1.1,8,4,-4
Cc1ccc(CNC(=O)CCNC(=O)c2ccc(Br)o2)cc1,0,2,-4,-0.3,0.0,100,0.3,1,-2,-6
CC1CCN(S(=O)(=O)c2ccc3c(c2)N(CC(=O)NCCCN2CCCCC2)C(=O)CS3)CC1,-2,-2,1,0.5,0.0,92,-0.6,-3,-4,-1
COc1ccccc1NC(=O)CN(C)S(=O)(=O)c1cc(C)ccc1OC,2,2,3,-0.2,0.4,93,-2.4,0,6,2
Cc1cc(NS(=O)(=O)c2ccc(NC(=O)c3cnc(Cl)c(Cl)c3)cc2)nc(C)n1,3,2,-2,-0.1,-3.1,97,-0.5,-4,-7,7
COc1cc(NC(=O)c2ccc3c(c2)OCCO3)ccc1NC(=O)c1ccco1,-1,1,26,-0.1,0.1,93,-0.1,-1,0,5
CCOC(=O)N1CCC(N2Cc3cccc(C(=O)NCc4ccccn4)c3C2=O)CC1,10,1,-6,0.2,-1.4,73*,2.5,25,-2,2
COc1ccc(-n2c(Cn3c(=O)sc4ccccc43)nnc2SCC(=O)N2CCOCC2)cc1,-1,-6,-1,-0.2,0.7,95,1.8,31,3,5
COc1cc(NC(=O)CSc2nnnn2Cc2ccc3c(c2)OCO3)cc(OC)c1,5,2,0,-0.2,-0.7,96,-3.9,8,0,1
O=C(CCC(=O)Nc1ccc(F)cc1)N/N=C/c1ccc(O)cc1O,-10,7,-2,-0.2,-0.4,100,-1.4,74*,-1,6
O=S(=O)(NC12CC3CC(CC(C3)C1)C2)c1ccc(F)cc1,2,-4,0,0.1,2.6,80,1.8,-8,6,2
CCOc1cc(CN2CCCC(C(=O)c3cccc(C(F)(F)F)c3)C2)ccc1O (stereo unspecified),-4,-3,34,1.0,-3.9,99,-0.4,-6,-3,7
Cc1cccc(NC(=O)c2cc(=O)n(Cc3ccccc3)c(=O)[nH]2)c1,10,-2,-4,-0.2,-2.5,104,1.2,-5,-2,-3
O=C(CCS(=O)(=O)c1cccc2nsnc12)N1CCN(C(=O)c2ccco2)CC1,14,-1,0,0.2,0.4,97,0.1,4,2,1
Oc1cccc2ccc(N3CCOCC3)nc12,0,1,2,0.0,-0.2,98,-0.4,5,8,3
COCCn1c(SCC(=O)c2ccc3c(c2)OCCO3)nnc1-c1ccco1,-1,0,0,0.2,-1.4,98,-0.4,9,1,2
Cc1noc(C)c1Cc1c(Cl)cccc1Cl,4,2,-3,0.2,0.4,99,-2.1,-10,1,-10
CCn1cc(CNCc2cn(-c3ccccc3C)nc2-c2ccc(OC)c(F)c2)cn1,15,-4,-5,0.2,0.7,98,0.3,-5,-3,4
O=C1CC(c2ccccc2)=C(c2ccccc2)C1c1ccccc1 (stereo unspecified),8,-6,-3,-0.1,1.4,99,-3.0,-9,-5,-6
Cc1ccc(C(=O)OCC(=O)N2CCCC2)cc1,-3,1,-12,0.0,-1.8,100,-0.3,2,-4,-4
N#CNc1nc(O)cc(=O)[nH]1,-4,3,4,-0.1,0.5,92,3.4,-5,3,4
COc1ccc(N(CC(=O)NCc2ccncc2)S(=O)(=O)c2ccccc2[N+](=O)[O-])c(OC)c1,3,1,2,-0.2,0.0,100,-1.4,4,8,-2
COC(=O)c1ccc(CNC(=O)c2cc3ccccc3oc2=O)cc1,4,2,1,-0.1,-1.8,102,0.3,0,-2,0
CCc1ccc(NC(=O)CSc2ccc(-c3sc(C)nc3C)nn2)cc1,2,1,2,0.6,-2.0,89,0.6,-6,-6,1
Cc1ccc(Cl)cc1N1CCN(CC(O)COCc2ccco2)CC1 (stereo unspecified),13,1,0,0.2,2.2,99,4.1,-3,-8,1
N#C/C(=C(/O)COc1cccc2ccccc12)c1nc2ccccc2[nH]1,1,4,2,-0.3,7.2,91,0.8,-12,-4,0
CC(C)Cc1nnc(NC(=O)CCN2C(=O)c3ccccc3C2=O)s1,-5,-1,0,0.3,-1.3,96,0.1,4,-6,-2
COc1ccccc1NC(=O)c1cccc(S(=O)(=O)N2CCOCC2)c1,16,-1,0,-0.2,0.8,97,1.4,8,6,-2
COc1ccccc1C(=O)NCc1nnc(SCC(=O)Nc2nccs2)n1C,9,0,-4,-0.1,-2.8,97,-0.5,6,1,1
O=C(CC(Cc1ccccc1)C(=O)O)NCCc1ccc2c(c1)OCO2 (stereo unspecified),2,-1,-4,-0.3,-0.6,98,0.0,6,5,3
COc1cccc(N(C(=O)CCl)C(C(=O)NCCc2ccccc2)c2cccs2)c1 (stereo unspecified),5,-7,14,-0.6,3.4,104,-3.2,-6,9,15
N=c1c(S(=O)(=O)c2ccccc2)cc2c(=O)n3ccccc3nc2n1C1CCCCC1,4,-3,0,2.2,1.2,90,0.4,-17,-2,-2
Cc1cccc(/C=N/n2c(C)cc(C)c(C#N)c2=O)c1,5,2,-5,-0.1,-1.3,97,-0.2,9,9,5
CCN(Cc1ccncc1)Cc1ccc(Br)cc1,10,-2,-4,0.0,0.2,100,-0.3,0,0,1
CCN(CC)C(=O)CSc1nc2ccccc2c(=O)[nH]1,3,1,-3,0.0,-1.6,95,2.3,65*,3,5
CC(C)(CNS(=O)(=O)c1ccc(F)cc1)CNS(=O)(=O)c1ccc(F)cc1,4,-2,4,-0.1,-1.7,96,-1.6,3,0,0
Cc1sc2ncn(-n3c(C)ccc3C)c(=O)c2c1C,0,-1,-5,-0.2,-2.4,98,4.9,9,-1,-4
CCCn1c(CCC(=O)O)nc2cc(S(=O)(=O)N3CCCC3)ccc21,5,6,0,-0.1,-0.2,122,-0.4,-4,0,-8
Cc1nn2cc(-c3ccc(Cl)cc3)nc2s1,-2,-13,-5,0.8,0.5,100,-1.5,-9,5,6

# Brought forward from above: 3 entries, then new ones.
SMILES,MC4R antag cAMP,N-glyco inh,Granule exo inh,aDG glyco up,MC4R barr agon,ABCB6 inh MLPCN,iPSC survival up,Cardio protect,m5-HT2A agonist,ABHD5-PLIN5 inh
Cc1sc2ncn(-n3c(C)ccc3C)c(=O)c2c1C,0,-1,-5,-0.2,-2.4,98,4.9,9,-1,-4
CCCn1c(CCC(=O)O)nc2cc(S(=O)(=O)N3CCCC3)ccc21,5,6,0,-0.1,-0.2,122,-0.4,-4,0,-8
Cc1nn2cc(-c3ccc(Cl)cc3)nc2s1,-2,-13,-5,0.8,0.5,100,-1.5,-9,5,6
CCOC(=O)c1ccc(NC(=O)CSc2nnc(C)n2-c2ccccc2)cc1,16,0,-4,0.4,0.4,101,-1.2,-5,2,-7
CC(C)[C@H](NC(=O)c1ccccc1F)C(=O)NCc1ccc(S(N)(=O)=O)cc1,7,2,-1,0.0,-0.2,104,2.7,4,-2,2
CC(=O)c1ccc(O)c(CO)c1,2,2,0,0.0,0.6,101,8.4,9,0,-4
COc1ccc(CC(=O)NCC(=O)NCc2cc(=O)n(C)c(=O)n2C)cc1,7,2,-2,-0.2,-3.6,102,0.7,1,-5,-6
CCNC(=O)c1sc(-c2ccccc2)nc1C,-3,0,-1,0.0,-0.7,88,-0.4,3,-1,8
Cc1nc(N)sc1-c1csc(Nc2ncccn2)n1,17,-12,53,-0.2,0.4,100,-0.7,-39,3,-6
Cc1ccccc1-n1ncc2c1CC(C)(C)CC2NC(=O)CCn1cncn1 (stereo unspecified),2,1,10,-0.2,-0.9,100,-0.3,-5,-2,-1
Cc1cc(C(C)(C)C)cc(C)c1S(=O)(=O)N1CCN(C(=O)c2cc([N+](=O)[O-])c[nH]c2=O)CC1,-7,-1,9,0.1,-1.5,101,-0.3,-2,2,-7

# Bioassay records (PubChem BioAssay)
